Bioassay records from PubChem BioAssay.
HIV RNase H inh – inhibitors of HIV-1 reverse transcriptase RNase H. RT-RNase H RNA/DNA duplex cleavage, fluorescence. inhibition, % at 10 µM. 65,000 compounds, 1.9% hits. AID 565; in the data active = inhibition above about 50%
RmlCD inh mix – RmlC/RmlD inhibition, mixture screen. RmlC/RmlD coupled enzyme inhibition, 384-well mixture HTS. 110,000 compounds, 0.39% hits. inhibition, % at 5.5 µM; in the data active = inhibition above about 30%, passing the limit was not always enough; inconclusive = no clear call, values can overlap the other calls; also: strong numbers were not always called active
* = called active by the depositor; ? = inconclusive; nt = no result given. Not all compounds are listed, so the mix of outcomes need not match the whole.

SMILES | HIV RNase H inh | RmlCD inh mix
COc1ccccc1N1CCN(C(=O)C2CCN(S(=O)(=O)c3ccc(F)cc3)CC2)CC1 | -5 | -16
CC(C)(C)n1nc2c(c1NC(=O)c1ccccc1F)CS(=O)C2 (centres undefined) | -3 | 5
COc1ccc(NC2CS(=O)(=O)CC2NCc2ccccc2)cc1 (centres undefined) | nt | 4
Cn1c(Cc2cccs2)nnc1SCC(=O)N1CCCc2ccccc21 | nt | -12
CCC(C)(C)n1nnnc1C(c1cc2ccc(OC)cc2[nH]c1=O)N1CCc2ccccc21 (centres undefined) | 9 | -18
Nc1ccc2nn(-c3cccc4ccccc34)nc2c1 | 11 | -180
COc1ccc(Nc2ncc(C(=O)N3CCC4(CC3)OCCO4)c3ccccc23)cc1 | -17 | -9
CC1(C)CC(=O)C(/C=N/n2c(C(F)(F)F)nc3ccccc3c2=O)=C(O)C1 | nt | -57
CCOC(=O)CSc1nc(C)c(C(C)=O)cc1C#N | -4 | -11
Cc1cccc(Cn2c(N(C)Cc3ccccc3)nc3c2c(=O)[nH]c(=O)n3C)c1 | -2 | -11
O=C1c2ccccc2N2C(=O)c3ccccc3C2N1O (centres undefined) | 2 | 11
CC(NC(=O)CSc1nc2c(cc1C#N)CN(C)CC2)c1ccccc1 (centres undefined) | -5 | 25
Cc1ccc(S(=O)(=O)N2CCC(=O)N(C(COCc3ccc(C(F)(F)F)cc3)C(C)C)CC2)cc1 (centres undefined) | nt | -14
Cc1cc(SCc2ccccc2)nc(=O)[nH]1 | -16 | 1
CC(=O)NC1CC2CCC(C1)N2 (centres undefined) | -50 | -3
CN(C)CCCN1C(=O)C(=O)/C(=C(/O)c2ccc3c(c2)OCO3)C1c1cccnc1 (centres undefined) | -1 | nt
CCOC(=O)c1snc(C(=O)NC2CCCCC2)c1N | -3 | -1
Cc1ccc(C(=O)N2CCN(C(=O)CN3CCOCC3)C2)cc1 | -9 | 6
Cc1c(Cl)ccc2c1NC(=O)[C@]21N[C@@H](CCC(N)=O)[C@H]2C(=O)N(c3ccc(F)cc3)C(=O)[C@H]21 | 5 | -6
CCC(C)NC(=O)c1c(N)n(CC2CCCO2)c2nc3ccccc3nc12 (centres undefined) | -17 | -79
COc1ccc(-c2ccc(NCCC3=CCCCC3)nn2)cc1OC | 5 | -10
CNc1nc(Sc2ccccc2)cc(C(F)(F)F)n1 | nt | -12
CCOc1ccccc1C(=O)N(Cc1cccs1)C1CCS(=O)(=O)C1 (centres undefined) | -3 | -14
COC1=CC(=O)CC(C)C12Oc1cc(OC)cc(OC)c1C2=O (centres undefined) | nt | 6
CCc1ccc(NC(=O)CSC2=C(C#N)C(c3ccco3)C3=C(CCCC3=O)N2)cc1 (centres undefined) | 13 | -13
N#CC1=C2SCC(O)(c3ccccc3)N2C(=O)CC1c1ccccc1F (centres undefined) | nt | 9
CNC(=O)C1CC(=O)N(Cc2ccc3c(c2)OCO3)C(=Nc2ccc(F)cc2)S1 (centres undefined) | -6 | 15
CCc1ccc(N2CC(C(=O)Nc3ccccc3F)CC2=O)cc1 (centres undefined) | -4 | -4
O=[N+]([O-])c1cc(/C=N/OCc2c(Cl)cccc2Cl)ccc1N1CCOCC1 | nt | -6
COC(=O)c1c(NC(=O)CSc2nnc(-c3ccco3)n2Cc2ccccc2)sc(C)c1C | nt | 0
CC(=O)Nc1c(C(=O)C2CC2)oc2ccccc12 | -8 | -4
COc1ccc2c(c1OC)C(=O)N(c1nccs1)C2 | -18 | -8
Brc1ccc(-c2nc3ncccn3c2NC2CCCCC2)o1 | nt | -4
CCN(CC)Cc1cc(NC2=NS(=O)(=O)c3ccccc32)ccc1OC(=O)C(C)C | nt | 2
CCC1/C(=N\O)CC(c2ccco2)NC1c1ccco1 (centres undefined) | nt | -10
Cc1ccc(-n2c(SCC(=O)NCC3CCCO3)nc3n[nH]c(C)c3c2=N)cc1Cl (centres undefined) | -13 | -34
COc1ccc2c(CC(=O)OCC(=O)Nc3ccc4c(c3)OCO4)coc2c1 | -11 | -10
Cc1cc2cc3c(cc2nc1SCC(=O)Nc1nc(C)c(C)s1)OCO3 | nt | -13
CN(C)CCCN1C(=O)C(O)=C(C(=O)c2cc3ccccc3o2)C1c1ccccn1 (centres undefined) | -5 | nt
CC(C)(O)c1cc(=O)sc2nc3ccccc3n12 | -6 | -4
C=CCSc1ncccc1C(=O)NCc1ccccc1 | 1 | 36
CCn1nc(CC(=O)Nc2nnc(CC(=O)N3CCCCC3)s2)c2ccccc2c1=O | -2 | nt
O=C(Nc1cccc2ccccc12)N1CCN(Cc2ccccc2)CC1 | -10 | -2
COC(=O)c1cc(C#N)c(Oc2cccc(C)c2C)nc1C | nt | -4
Cc1ccc(C(=O)c2cnc3ccccc3c2-c2ccccc2)cc1 | nt | 8
Cc1ccccc1N(CC(=O)O)S(C)(=O)=O | nt | 12
CCO[C@H]1OC(C(=O)N2CCOCC2)=C[C@@H](c2coc3ccccc3c2=O)[C@@H]1CCCO | nt | -7
CCCCOCCCNC(=O)CCCOc1ccccc1 | nt | -13
C=CCSc1nnc(-c2nnc(SCC=C)n2-c2ccccc2)n1-c1ccccc1 | nt | -9
COc1cc(OC)c(OC)cc1CN1CCN(c2ccccc2OC)CC1 | -5 | -12
COc1cc(/C=N/NC(=Nc2ccc(C)cc2)c2nc3ccccc3s2)ccc1O | nt | 0
Cc1c(Br)c([N+](=O)[O-])nn1C(C)C(=O)N1CCCc2ccccc21 (centres undefined) | nt | 0
c1ccc2c(c1)[nH]c1c(N3CCC4(CC3)OCCO4)ncnc12 | -1 | 9
CCOC(=O)N1CCN(C(=O)CSCc2nc(-c3ccccc3F)oc2C)CC1 | -5 | -9
O=C(N/N=C/c1ccc([N+](=O)[O-])o1)c1ccc(O)cc1 | nt | 7
Cc1cc(NC(=O)C2C3C(=O)N(CCC(C)C)C(C(=O)NCc4ccccc4)C34C=CC2(C)O4)no1 (centres undefined) | 1 | -7
CC1CCc2c(c3ccccc3[nH]c2=O)O1 (centres undefined) | nt | 13
CCOc1cc2[nH]c(=S)n(Cc3ccc(C(=O)NCC(OC)OC)cc3)c(=O)c2cc1OCC | nt | 8
CC[C@@H](C)[C@H](NC(=O)OCc1ccccc1)c1nnc([C@@H](NC(=O)OCc2ccccc2)[C@@H](C)CC)o1 | nt | 2
Cc1ccc(C(=O)CCNc2ccc(F)c(Cl)c2)o1 | -20 | 5

Next section.
SMILES | HIV RNase H inh | RmlCD inh mix
Cc1nn(C(=O)c2ccco2)c(C)c1CN1C(=O)c2ccccc2C1=O | -19 | 8
COc1c2c(nc3occc13)C(CC=C(C)C)(OC)C(O)CC2 (centres undefined) | nt | -8
Cc1cc(-c2cc(-c3ccccc3)on2)nc(NCC2CC2)n1 | nt | -16
CN(C(=O)/C(N=Nc1cccc(C(F)(F)F)c1)=C(\O)C(F)(F)F)c1ccccc1 | nt | -10
COc1ccc2cc(CCNC(=O)C(C)C)c(=O)[nH]c2c1 | -13 | -5
Cc1ccc(C)c(OCCCC(=O)O)c1 | -12 | 5
CC(C)N(C(=O)C1CC(=O)OC12CCCCC2)C(C)C (centres undefined) | -6 | -9
COc1ccc(OC(=O)N(C)C)c(CN(C)C)c1 | nt | 2
Oc1ccc(/C=N/Nc2cc(N3CCOCC3)nc(N3CCOCC3)n2)cc1 | nt | 10
O=C(NCc1ccco1)c1cccn2c(=O)c3sccc3nc12 | -28 | -9
COCc1nnc(NC(=O)CC(C)c2ccccc2)s1 (centres undefined) | -3 | -3
C[N+](C)(C)C[C@H](O)CC(=O)O | nt | 4
CCC(C)NC(=O)CSc1ncccc1C(=O)O (centres undefined) | nt | -4
CC(C)N(Cc1nc(-c2ccccc2)no1)C(=O)CN(C)S(=O)(=O)c1ccc(Br)cc1 | nt | 4
Nc1nncn1C(=O)c1c(Cl)cccc1Cl | -11 | -13
Cc1ccc(CSc2nnc([C@@H]3CCCN3)o2)cc1 | nt | -12
Cc1cc(OC(=O)c2ccco2)c2c3c(c(=O)oc2c1)CCC3 | -4 | -129
O=C1c2ccccc2NC(c2ccc(Cl)cc2Cl)N1Cc1ccccc1 (centres undefined) | nt | -44
COC(=O)c1c(N)n(CCCN2CCOCC2)c2nc3ccccc3nc12 | nt | -6
N#Cc1ccc(C(c2nnnn2Cc2ccccc2)N2CCCC2)cc1 (centres undefined) | nt | -10
CCOc1cc2[nH]c(=S)n(CCCN3CCN(C)CC3)c(=O)c2cc1OCC | -9 | nt
CCCOc1ccc(-c2nnn(CC(=O)c3ccc4c(c3)OCCO4)n2)cc1 | 15 | -11
C=C(C)C(=O)N1CC2(CC(c3cccc(NC(=O)CCCCC)c3)=NO2)C[C@H]1C(N)=O (some centres undefined) | nt | 5
O=C(c1ccco1)N1CCN(c2ccc(Cl)c(Cl)c2)CC1 | -3 | 10
COc1cccc(C(=O)Nc2ccc(NC(C)=O)cn2)c1 | -8 | 3
Cc1cnn(C(=O)c2cc(-c3ccccc3)nc3ccccc23)c1 | nt | 3
O=C(Nc1cccn(Cc2ccccc2)c1=O)NC1CCCCC1 | nt | 2
O=c1cc(-c2ccccc2)[nH]c2cc(F)ccc12 | nt | 2
CCCCC(c1nnnn1CCOC)N1CCN(CC)CC1 (centres undefined) | nt | -26
O=C(O)CSc1nnc(Cc2ccccc2)n1-c1ccccc1 | 2 | -6
CC(C)c1oc(=O)cc2c1[C@@H](O)[C@H]1OC(=O)[C@@]3(C)C[C@@H](O)[C@@H](O)[C@@]2(C)C13 (some centres undefined) | nt | 5
COCCn1c(SCC(=O)Nc2cccc(OC)c2)nnc1-c1ccccc1 | -9 | -3
CCCOc1ccc2oc(=O)c3c(c2c1)CCCN3C(=O)CN1CCN(C(=O)c2ccco2)CC1 | -4 | nt
Cc1cc(-c2cc(N)n(-c3ccccc3)n2)c(C)n1C1CCCC1 | 20 | -4
Cc1cccc(C)c1NC(=O)CSc1nnnn1C | -6 | 1
O=C(O)c1ccccc1S(=O)(=O)Cc1ccccc1 | 71* | -12
CS(=O)(=O)NCCCNc1c(Cl)cccc1[N+](=O)[O-] | nt | ?
O=C(c1nn(-c2ccccc2)c(=O)c2ccccc12)N1CCN(c2ccccn2)CC1 | nt | 15
COC(=O)C[C@H]1c2cc(C(F)(F)F)ccc2S(=O)(=O)N1Cc1ccc(OC)cc1 | nt | 17
CN(C)C(=O)C12CCC(C)(c3nc4ccccc4nc31)C2(C)C (centres undefined) | -5 | 6
CN(c1cccc(Cl)c1)S(=O)(=O)c1cccc(C(=O)NC2=NCCS2)c1 | nt | -13
COc1ccc(OC)c(N)c1 | 4 | nt
O=C1CSC(c2ccncc2)N1Cc1ccco1 (centres undefined) | 2 | 5
COc1ccc(CCNC(=O)COc2nsnc2N2CCOCC2)cc1OC | -27 | -4
O=c1cc(-c2ccccc2)c2c([nH]1)CCCC2 | 4 | 8
CCCNS(=O)(=O)c1ccc(CCC(=O)Nc2cc(Cl)ccc2Oc2ccccc2)cc1 | nt | 7
CCOc1cc(N2CCOCC2)c(OCC)cc1NC(=O)C1CCCC1 | nt | -7
CCCCCn1nc(-c2ccccc2)c2nc3ccccc3nc21 | nt | -16
CCOC(=O)N1CCN(C(=O)CS(=O)(=O)c2cn(Cc3ccccc3Cl)c3ccccc23)CC1 | nt | -8
COC(=O)C(F)(Sc1c(C)n(C)n(-c2ccccc2)c1=O)C(F)(F)F (centres undefined) | 0 | 4
CN=C1SC(CC(=O)NCCc2ccc(OC)c(OC)c2)C(=O)N1C (centres undefined) | 2 | 10
CC(C)(C)c1ccc(C(=O)C=[N+]=[N-])cc1 | 10 | -13
C[C@]1(C2CCCC2)Cc2cc(OCC(=O)O)c(Cl)c(Cl)c2C1=O | nt | 6
Cc1cc(C)c2c(c1)OC(O)(C(F)F)CC2=O (centres undefined) | -45 | -19
CCOc1ccc(Nc2cc(C)nc(N3CCOCC3)n2)cc1 | -3 | -5
O=C(CC1Nc2ccccc2NC1=O)NCCc1ccccc1 (centres undefined) | nt | 8
CCOC(=O)C1CCCN(Cc2ccccc2F)C1 (centres undefined) | -1 | -8
COc1cc(C(=O)OCC(=O)N2CCCC2)cc(OC)c1OC | -11 | -10
CN(C)CCCN1C(=O)C(=O)/C(=C(/O)c2ccc3c(c2)OCCO3)C1c1ccccn1 (centres undefined) | -7 | nt
COc1ccc2c(c1)CCc1c(C(=O)Nc3ccc(OC)c(OC)c3)noc1-2 | 6 | 2
CCCn1nnnc1SCC(=O)c1ccc2c(c1)OCCO2 | -4 | 0

Compounds shown so far with a furan ring, fused or not, in the order listed:
SMILES | HIV RNase H inh | RmlCD inh mix
CCc1ccc(NC(=O)CSC2=C(C#N)C(c3ccco3)C3=C(CCCC3=O)N2)cc1 (centres undefined) | 13 | -13
COC(=O)c1c(NC(=O)CSc2nnc(-c3ccco3)n2Cc2ccccc2)sc(C)c1C | nt | 0
CC(=O)Nc1c(C(=O)C2CC2)oc2ccccc12 | -8 | -4
Brc1ccc(-c2nc3ncccn3c2NC2CCCCC2)o1 | nt | -4
CCC1/C(=N\O)CC(c2ccco2)NC1c1ccco1 (centres undefined) | nt | -10
COc1ccc2c(CC(=O)OCC(=O)Nc3ccc4c(c3)OCO4)coc2c1 | -11 | -10
CN(C)CCCN1C(=O)C(O)=C(C(=O)c2cc3ccccc3o2)C1c1ccccn1 (centres undefined) | -5 | nt
O=C(N/N=C/c1ccc([N+](=O)[O-])o1)c1ccc(O)cc1 | nt | 7
Cc1ccc(C(=O)CCNc2ccc(F)c(Cl)c2)o1 | -20 | 5
Cc1nn(C(=O)c2ccco2)c(C)c1CN1C(=O)c2ccccc2C1=O | -19 | 8
COc1c2c(nc3occc13)C(CC=C(C)C)(OC)C(O)CC2 (centres undefined) | nt | -8
O=C(NCc1ccco1)c1cccn2c(=O)c3sccc3nc12 | -28 | -9
Cc1cc(OC(=O)c2ccco2)c2c3c(c(=O)oc2c1)CCC3 | -4 | -129
O=C(c1ccco1)N1CCN(c2ccc(Cl)c(Cl)c2)CC1 | -3 | 10
CCCOc1ccc2oc(=O)c3c(c2c1)CCCN3C(=O)CN1CCN(C(=O)c2ccco2)CC1 | -4 | nt
O=C1CSC(c2ccncc2)N1Cc1ccco1 (centres undefined) | 2 | 5
